HSF-1 act – increases HSF-1 driven luciferase reporter signal | NIH3T3-HGL HSF-1 luciferase reporter, MG132, 8 h; 100% = twice DMSO control signal | activation, % at 9 µM | 300,000 tested, 1.7% active;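 active = mean replicate activation of at least 50% with a set share of replicates each reaching 50%; inconclusive = only one of those two conditions met; inactive = mean below 50% and too few replicates reaching it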;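 also: 0% = median of the neutral control wells and 100% = twice that signal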
GSK3B inh – human GSK3beta kinase inhibition. P49841. GST-GSK3beta kinase, ADP-Glo luminescence, 60 min; stronger effect = lower value. activity score (negative = inhibition), % at 10 µM. 300,000 tested, 0.038% active. AID 2097;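 active = more than half of replicate wells score below -50%, meaning over 50% inhibition versus plate controls; inconclusive = some replicates but at most half score below -50%; inactive = no replicate scores below -50%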;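 also: 0% = median DMSO wells and -100% = median GW8510 positive control wells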
Target sequence (P49841 whole entry, looked up): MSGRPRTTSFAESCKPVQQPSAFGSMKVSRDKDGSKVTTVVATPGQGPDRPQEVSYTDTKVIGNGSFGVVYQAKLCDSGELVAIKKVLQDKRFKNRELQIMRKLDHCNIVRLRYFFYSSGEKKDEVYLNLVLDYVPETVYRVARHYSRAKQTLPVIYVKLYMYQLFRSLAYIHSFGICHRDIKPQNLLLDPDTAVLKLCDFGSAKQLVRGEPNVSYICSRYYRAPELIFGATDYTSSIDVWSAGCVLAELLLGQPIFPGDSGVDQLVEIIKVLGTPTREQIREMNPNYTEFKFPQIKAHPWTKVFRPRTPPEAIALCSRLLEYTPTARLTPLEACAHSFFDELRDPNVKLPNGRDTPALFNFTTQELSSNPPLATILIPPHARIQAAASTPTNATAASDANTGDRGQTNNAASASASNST
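Test system – GST-tagged human GSK3beta kinase, cell-free · Incubation – 60 min enzyme reaction, room temperature · Signal – ADP-Glo luminescence · Also added – peptide substrate and ATP at 25 µM · Controls – DMSO neutral wells and GW8510 at 20 µM as positive · Buffer or medium – Tris/MgCl2 kinase buffer · Measure – Luminescence-derived activity versus plate DMSO and GW8510 wells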
HIF activator – HIF pathway transcriptional activation; U2OS HRE-luciferase reporter, luminescence; normalized: DMSO 0%, desferrioxamine 100%; activation, % at 7.5 µM (by protocol); 300,000 tested, 0.32% active; AID 1910;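 active = mean activation of at least 10% of the iron chelator positive control signal, with at least half of replicates also reaching 10%; inconclusive = mean and replicate majority disagree about reaching 10%; inactive = mean and most replicates under 10%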
GSK3A inh – blocks human GSK-3 alpha kinase; P49840; ADP-Glo luminescence, 60 min; inhibition, % at 10 µM; 320,000 tested, 0.1% active; AID 2650;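 in the data active = inhibition above about 50%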;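 also: GST-tagged GSK-3 alpha with peptide substrate and 25 µM ATP; 0% = DMSO neutral wells and 100% = GW8510 positive control wells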
Target sequence (P49840 whole entry, looked up): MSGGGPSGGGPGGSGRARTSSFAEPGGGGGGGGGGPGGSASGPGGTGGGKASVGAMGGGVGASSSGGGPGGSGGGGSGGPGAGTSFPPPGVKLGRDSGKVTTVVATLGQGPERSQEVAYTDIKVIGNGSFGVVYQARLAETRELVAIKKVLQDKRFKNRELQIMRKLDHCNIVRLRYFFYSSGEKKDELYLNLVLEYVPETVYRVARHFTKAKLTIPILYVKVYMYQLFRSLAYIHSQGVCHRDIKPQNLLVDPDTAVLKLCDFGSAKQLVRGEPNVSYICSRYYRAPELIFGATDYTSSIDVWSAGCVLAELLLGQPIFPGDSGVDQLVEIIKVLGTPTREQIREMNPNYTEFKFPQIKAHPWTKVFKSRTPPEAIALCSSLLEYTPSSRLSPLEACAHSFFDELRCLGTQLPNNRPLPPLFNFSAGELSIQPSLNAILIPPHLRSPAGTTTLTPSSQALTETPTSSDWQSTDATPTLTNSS
IEC-6 tox – kills IEC-6 intestinal cells in KLF5 counter-screen; IEC-6 cytotoxicity, luminescence viability; inhibition, % at 5 µM; 290,000 tested, 0.78% active; in the data active = inhibition above about 22%;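 also: 0% = plate median of test compound wells and 100% = cytotoxic reference compound wells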
KLF5 inhibitor – suppresses KLF5 promoter-driven expression; DLD-1 KLF5 promoter-luciferase reporter, luminescence; inhibition, % at 5 µM; 290,000 tested, 0.23% active;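 active = inhibition above a per-plate limit of that plate's mean compound inhibition plus 3 SD, cut at about 60% in these data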;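 also: 0% = DMSO wells and 100% = LY294002 at 200 µM; higher means less KLF5 promoter-driven luciferase light; inactives centre near -14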
HSF1 inhib – HSF1 inhibition | NIH3T3-HGL HSE-luciferase, MG132-induced, luminescence 8 h; stronger effect = lower value | AID 2098 | 300,000 tested, 0.77% active | activity change, negative = inhibition, % at 7.5 µM (by protocol);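 active = more than half of replicate wells show activity change below -50%, luminescence cut by over half; inconclusive = some wells, but at most half, below -50%; inactive = no replicate well below -50%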;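 also: luciferase reports HSF-1 transcriptional activity via heat shock element; 0% = median of DMSO wells and -100% = zero luminescence signal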
HSP90 refold inh – inhibitors of HSP90 luciferase refolding in rabbit reticulocyte lysate; luciferase refolding luminescence, 3 h; inhibition, % at 5.6 µM; 290,000 tested, 0.91% active; AID 1789;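 active = inhibition above the screen-wide mean plus 3 SD, computed separately per campaign, cut at about 16% in these data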;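 also: 0% = DMSO wells and 100% = 60 µM geldanamycin wells; inhibitors lower the luminescence because luciferase stays unfolded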
aSyn 5UTR inh – MLPCN primary screen, SNCA 5' untranslated region | alpha-synuclein 5'UTR reporter, inhibitor activity | inhibition, % (tested at 7.5 µM) | 300,000 tested, 0.82% active; in the data active = inhibition above about 60%; inconclusive = no clear call, values can overlap the other calls;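 also: H4 neuroglioblastoma cells stably carrying SNCA 5'UTR luciferase fusion; 0% = DMSO wells and 100% = positive control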
AI-2 QS mod – modulators of Vibrio harveyi AI-2 quorum sensing system; Vibrio harveyi JMH597 AI-2 luminescence/OD600 ratio, 9 h; stronger effect = lower value; strain lacks LuxN and CqsS sensors; 0 = neutral-control median; activity change, % at 7.5 µM; 300,000 tested, 0.4% active; AID 2094; in the data active = activity change below about -75%, passing the limit was not always enough; inconclusive = no clear call, values can overlap the other calls;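 also: luminescence divided by OD600 gain over 9 h not by final OD600 alone; inactives centre near 13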
* = called active by the depositor; ? = inconclusive; . = no result given.

SMILES	HSF-1 act	GSK3B inh	HIF activator	GSK3A inh	IEC-6 tox	KLF5 inhibitor	HSF1 inhib	HSP90 refold inh	aSyn 5UTR inh	AI-2 QS mod
CS(=O)(=O)c1ccc(NS(=O)(=O)c2ccc3ccccc3c2)cc1	8	6	0.4	-10	6	-3	-6	5	-12	10
Cc1ccc(NC(=O)CCC(=O)OC(C)C(=O)c2ccccc2)cc1 (stereo unspecified)	0	2	-10	0	-3	12	-4	-4	4	15
CC1(C)Cc2cccc(OCC(=O)OCC(=O)Nc3ccccc3)c2O1	-10	-1	-0.1	-3	.	.	-4	.	-5	8
COc1cccc(CN(C)C(=O)c2sccc2-c2ccccc2)c1OC	-9	1	-0.1	-2	6	-14	0	-2	3	19
CN(C)C(=O)Cn1cc(S(=O)(=O)Cc2ccccc2)c2ccccc21	0	4	0.3	1	1	-6	-3	0	21	14
CC1=NN(c2cccc(F)c2)C(=O)/C1=C/c1ccc(N(C)C)cc1	10	3	0.4	-1	-2	-26	2	0	4	0
CCN(CC)CCSc1nc(O)c(Cc2ccccc2)c(=O)n1-c1ccccc1	6	-3	0.1	-1	-4	-40	-1	0	-9	32
COC(=O)c1ccc(CSc2nnc(NC(=O)c3cc4c(s3)CCCC4)s2)cc1	-7	0	0.9	.	0	-1	-19	1	-43	18
CCOC(=O)C(NC(=O)c1ccc(OC)cc1)(N1CCOCC1)C(F)(F)F (stereo unspecified)	-5	3	0.4	1	-5	8	-9	0	-6	21
COc1ccc(CC(=O)Nc2nnc(C)s2)cc1	-11	-1	1.4	0	-5	-6	-8	-1	-12	12
C=CCN(c1ccccc1)S(=O)(=O)c1ccc2c(c1)oc(=O)n2C	15	-1	-0.4	0	0	-5	-1	-4	-11	13
COc1cccc(C(=O)N(c2ccc(OC)cc2OC)C2C=CS(=O)(=O)C2)c1 (stereo unspecified)	-9	-1	-0.2	-3	-3	3	-5	-3	-4	16
O=C(C1CCCN(Cc2cccc(F)c2)C1)N1CCCCC1 (stereo unspecified)	-6	-4	-0.6	-2	-2	4	-13	-1	-10	19
C=CCNc1nnc(SCC(=O)Nc2ccccc2OC)c2ccccc12	-9	1	-1.0	-2	5	-12	3	1	-3	10
Cc1cccc(NC(=O)CC2NC3CCCCC3NC2=O)c1 (stereo unspecified)	-25	1	-0.5	0	-4	-38	-21	0	-10	-7
O=C(O)/C=C(\Oc1ccccc1)C1(O)CCCCC1	-9	-1	-0.1	0	-2	-16	3	0	9	29
CCOC(=O)CCSc1nc(C)c2ccccc2n1	12	0	0.2	-1	-2	-27	9	-1	-4	8
COc1cccc(C(=O)Nc2ccc(Oc3cccc(C(F)(F)F)c3)nc2)c1	5	-13	0.7	-1	3	0	-4	-3	21	18
Cc1ccsc1/C=N/NC(=O)C1CC(=O)N(c2ccccc2)C1 (stereo unspecified)	-7	-1	0.0	4	4	-5	-2	-4	5	-26
COCCN1Cc2cccc(C(=O)Nc3ccc4c(c3)OCCO4)c2C1=O	-56	0	-0.7	.	6	-31	-52*	8	14	23
Cc1ccc(C(=O)Nc2ccc(N3CCN(C)CC3)cc2)cc1C	-56	-3	-2.5	-3	-3	-119	-51*	22*	15	21
O=c1[nH]n(-c2ccccn2)c(=O)c2ccccc12	-12	-1	0.1	1	-6	-18	-5	-1	0	6
O=C(Cn1cnc2ccccc2c1=O)NCc1cccs1	7	.	-0.2	.	2	-14	-5	-2	-13	.
NS(=O)(=O)c1ccc(CCNC(=O)COC(=O)CN2C(=O)C3CCCCC3C2=O)cc1 (stereo unspecified)	2	-2	-0.8	-1	-2	3	-1	-3	-5	22
O=C(Nc1ccccc1)NC1CCCc2ccccc21 (stereo unspecified)	9	2	0.2	0	0	-10	7	3	5	15
Remaining list, next part
SMILES	HSF-1 act	GSK3B inh	HIF activator	GSK3A inh	IEC-6 tox	KLF5 inhibitor	HSF1 inhib	HSP90 refold inh	aSyn 5UTR inh	AI-2 QS mod
COc1ccc(CCNC(=O)C2CCN(S(=O)(=O)c3ccc(Cl)cc3)CC2)cc1OC	11	-2	-0.6	-1	0	-5	-7	2	21	36
C(=N\N=C\c1ccncc1)/c1ccncc1	-6	-7	-0.3	1	.	.	-2	.	13	15
CCCC(=O)NC(c1ccc(OC)cc1)c1ccc2cccnc2c1O (stereo unspecified)	10	-1	74*	-2	38*	90*	1	12	129*	?
Cc1ccc(NC(=O)C2C3CCCC2C3c2ccccc2)cc1 (stereo unspecified)	8	-1	-0.5	-1	-6	-24	-1	4	-18	5
COCC(=O)Nc1ccc([N+](=O)[O-])cc1OC	6	0	0.2	-1	-2	-16	-5	1	3	8
CC(=O)Nc1ccc(S(=O)(=O)Nc2ccc(N3CCOCC3)cc2)cc1	-1	4	-0.3	3	-6	-21	-5	-1	-24	4
COc1ccc(NC(=S)NC2CC3CCCC(C2)N3C2CC2)cc1 (stereo unspecified)	-3	0	-1.0	0	-4	-17	-7	-2	-5	0
CC(C)NC(=O)NC(=O)CSc1nncs1	16	1	-0.1	-1	-4	11	-2	-2	1	29
COc1ccccc1-c1nc(C#N)c(N2CCN(C(c3ccccc3)c3ccccc3)CC2)o1	3	-2	-0.4	-2	-8	-9	2	-4	-13	5
C=CCSc1nc2sc3c(c2c(=O)n1CC)CCC3	3	0	-0.8	0	0	-14	-3	5	5	3
CC(=N\NC(=O)c1ccccc1)/C(=N/O)C(=O)Nc1ccccc1	-4	-1	-0.2	0	1	-4	-6	73*	15	24
CCN(CC)Cc1c(O)ccc2occ(C(=O)c3ccccc3)c12	-8	-2	0.2	6	1	-34	3	-5	6	25
N#CCc1cc2ccc3cccc4ccc(c1)c2c34	13	0	-0.8	-2	2	-33	-7	1	-8	28
CN(Cc1ccccc1)C(=O)c1ccc([N+](=O)[O-])o1	-4	4	-0.2	-1	14	20	0	0	-84	?
COc1ccc(CC2(CO)CCN(Cc3cnc(-c4ccccc4C)nc3)CC2)cc1	0	5	0.2	.	0	-3	-1	0	-7	-4
Cc1ccc(CCSc2ccc(F)cc2)cn1	19	-3	0.0	1	-7	-2	3	-4	-38	-16
CCCCOc1cccc(C2C(C(=O)c3ccc(C)o3)=C(O)C(=O)N2c2nnc(C)s2)c1 (stereo unspecified)	12	3	-1.8	.	1	-41	4	4	1	48
CCOc1ccc(OCC)c(NC(=O)CCSCCc2ccccn2)c1	-27	3	-1.3	0	0	-9	-2	-1	13	-6
COc1ccc(C(=O)NCCS(=O)(=O)NCc2ccc(C)cc2)cc1	15	-5	0.1	-3	.	.	1	.	4	40
Cc1cccc(NC(=O)CSc2nc3nc(C)cc(C)n3n2)c1	-1	1	-0.5	3	-5	-13	-4	-4	-11	11
Cc1nc(N)nc(N/N=C/c2c(F)cccc2Cl)n1	-7	4	0.1	1	3	-2	-4	7	-23	24
CCN(CC)C(=O)Oc1ccc2cc(Br)ccc2c1	26	3	1.9	-1	5	-25	10	-1	-87	11
COc1ccc(CCN2C(=O)C3C(C2=O)C2C=CC3C23CC3)cc1OC (stereo unspecified)	?	-1	0.1	0	-4	-16	20	-3	13	4
CCN(CC)S(=O)(=O)c1ccc(Nc2cc(C)nc3ncnn23)cc1	9	2	-0.1	5	2	2	0	-1	-8	12
COc1ccccc1NC(=O)CSc1nc2sc(C)c(C)c2c(=O)n1Cc1ccco1	24	-6	-0.2	-1	-2	-4	25	2	8	10
Next results.
SMILES	HSF-1 act	GSK3B inh	HIF activator	GSK3A inh	IEC-6 tox	KLF5 inhibitor	HSF1 inhib	HSP90 refold inh	aSyn 5UTR inh	AI-2 QS mod
CN(C)/C=C/C(=O)c1ccccc1F	-13	-8	-0.2	1	-1	-15	-4	-2	-13	15
CCN(CC)CCNC(=O)c1ccc(Sc2ccc(C)cc2)c(NC(C)=O)c1	-6	-4	-0.3	-4	1	-8	-12	-3	27	-10
Cc1cccc(N2C(=O)N3[C@@H]4c5ccccc5OC[C@@H]4[C@@H](c4ccccc4)[C@]3(C)C2=O)c1	-4	-2	-1.2	2	0	-2	-3	3	19	17
CCCc1cc(C(=O)Nc2ccc(C(C)=O)cc2)no1	-3	1	0.6	-1	0	-8	16	-3	-17	-60
O=c1cc(-c2ccccc2)cc(-c2ccccc2)n1CCCO	-6	2	-0.3	-2	.	.	-10	.	27	6
CCCC(c1nnnn1Cc1ccc(OC)cc1)N1CCN(c2ccccc2OC)CC1 (stereo unspecified)	2	2	-0.3	0	-2	27	5	3	14	32
COc1ccc(NC(=O)Cc2nc3ccccc3[nH]2)cc1	11	-4	1.3	-1	-4	-48	1	-2	3	8
Cc1nc2ccccc2c2c1C(=O)N(Cc1cccnc1)C2=O	-9	4	0.1	-1	-5	-21	-4	3	5	11
CCn1cnc2c1c(=O)n(Cc1nnc3n1-c1ccccc1SC3)c(=O)n2Cc1ccccc1	35	-1	-0.8	-1	3	-9	5	2	0	4
COc1ccc(O)c(CN2CCC(n3nccc3NC(=O)c3ccccc3Cl)CC2)c1	8	2	-0.7	.	-1	-10	2	-4	5	4
CCOC(=O)C(Cc1ccccc1)NC(=O)CCc1nnc2ccc(N3CCOCC3)nn12 (stereo unspecified)	-1	1	0.1	1	-3	-6	-1	-8	0	42
O=C(Cc1ccccc1)Nc1ncccc1Cl	9	2	0.0	-1	.	.	-1	.	-4	23
CCc1noc(C)c1C(=O)N(CC)c1nc2c(C)cccc2s1	-5	-3	-0.6	-1	.	.	1	.	7	6
CCSc1nc(N)c2c3c(sc2n1)CN(C)CC3	-3	-11	0.0	28	0	-14	-2	3	-30	-2
[O-][n+]1ccc(C2CC2)cc1	12	1	0.0	1	0	1	-9	2	3	5
CSc1nc(C)cc(SC(C(C)=O)C(=O)Nc2ccccc2)n1 (stereo unspecified)	4	-5	-1.1	-1	2	12	10	-1	1	6
O=C(c1cccc(Oc2c(Cl)cccc2[N+](=O)[O-])c1)N1CCOCC1	1	-1	-0.5	-1	-4	-26	0	-1	-6	15
O=C(Nc1ncc(Cc2cccc(C(F)(F)F)c2)s1)C1CCCO1 (stereo unspecified)	21	-12	0.0	2	2	-51	15	8	-51	3
CCCCc1ccc(NC(=O)Nc2cnccn2)cc1	7	2	4.6	1	45*	-24	0	-3	-98	14
CC1CCN(S(=O)(=O)c2ccc(C(=O)NNC(=O)C3CC3)cc2)CC1	-5	-1	0.0	-1	-2	-31	2	5	0	5
COc1ccc(NC(=O)CSc2nc(SC)ns2)c(OC)c1	39	.	3.7	-3	-4	-72	8	6	-118	.
CCCCNc1nnc(Cc2ccc(Cl)cc2)c(=O)[nH]1	-10	-2	-1.3	-1	-2	-15	-4	-2	28	26

Compounds from the list above that contain a cyano group (2):
SMILES	HSF-1 act	GSK3B inh	HIF activator	GSK3A inh	IEC-6 tox	KLF5 inhibitor	HSF1 inhib	HSP90 refold inh	aSyn 5UTR inh	AI-2 QS mod
COc1ccccc1-c1nc(C#N)c(N2CCN(C(c3ccccc3)c3ccccc3)CC2)o1	3	-2	-0.4	-2	-8	-9	2	-4	-13	5
N#CCc1cc2ccc3cccc4ccc(c1)c2c34	13	0	-0.8	-2	2	-33	-7	1	-8	28
